Screening data from PubChem.
p53 reactivation – re-activators of mutant p53; H1299 p53-A138V BP100-luciferase reporter, luminescence, 24 h; Potency, µM (highest dose often 92.2 µM), inactives show at the highest dose activity change, positive = activation, most hits filed as activators; hit rate 0.063% among 320,000; AID 504706; note: potency is the fitted concentration of half-maximal effect; % of control where 0% means no effect; nearly all actives have a fitted effect of over 45% in size
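p53-null H1299 cells stably carrying temperature-sensitive p53-A138V and a BP100-luciferase reporter were pinned with compounds (4-point, 1:5 series) and held 24 hrs at 37 deg C. Luminescence was read 10 min after detection reagent.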
BRCA1 expr act – activators of BRCA1 expression; hit rate 1.1% among 380,000; AID 624202; MCF7-BRCA1-FFLuc reporter, luminescence, 48 h; response scale: scaled: vehicle 0%, 10 µM genistein 100%; Potency, µM (titrated, usually from 46.1 µM), for the others: at the highest dose activation, actives largely listed as activators; note: potency is the fitted concentration of half-maximal effect; nearly all actives have a fitted effect of over 80% in size; some results filed as inactive show a strong effect at the top dose
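Reporter cells (MCF7, BRCA1 promoter-firefly luciferase) received library compounds across a concentration series for 48 h. End-point luminescence was measured and concentration-effect curves derived after normalization.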
Giardia kill – kills Giardia lamblia; Giardia lamblia trophozoite viability; activity change, % at 7.66 µM, hits read low; hit rate 0.15% among 340,000; AID 540267; in the data active = activity change below about -80%; inconclusive = between about -30% and that limit;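 note: parasites exposed to compound for two days anaerobically before the ATP read; % is set by controls: 0 for no effect and ±100 for the full control effect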
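Luminescent ATP signal served as the viability read-out, measured 15-30 min after adding ATP detection reagent to trophozoites that had been incubated with compounds for 48 hrs at 37 deg C anaerobically at 100 cells/well.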
ELG1 genotox – induces genotoxicity in HEK293T cells with luciferase-tagged ELG1. AID 504466. Potency, µM (doses to about 46 µM), without a hit: top-dose activity change, positive = activation, usual class: activators. hit rate 1.3% among 330,000. HEK293T ELG1-luciferase reporter, luminescence, 16 h; note: potency is the fitted concentration of half-maximal effect; % of control where 0% means no effect; nearly all actives have a fitted effect of over 60% in size
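HEK293T cells expressing luciferase-tagged ELG1 were treated with compound or DMSO for 16 hr at 37°C. Luciferase activity was then read after 30 min with ONE-Glo at room temperature; rising signal flags genetic stress.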
* hit, by the source's call; ? = inconclusive; [ ] = another dose, or the depositor's remark. Unless noted, calls come from the whole dose curve; as a rule, active = well fitted activation curve with a large enough effect; inconclusive = small, poorly fitted or top-dose-only effect; inactive = no such curve, though single readings can be large or run the other way. These rows are one share of the data; count on the stated rates, not on these rows.

SMILES	p53 reactivation	BRCA1 expr act	Giardia kill	ELG1 genotox
C[C@@H]1COC(=O)[C@H](NC(=O)OCC2c3ccccc3-c3ccccc32)C/C=C\C[C@@H](CC(=O)N[C@H](CO)Cc2ccccc2)C(=O)N1	-14%	-25%	-16	-2%
Cc1cc(C)c(NC(=O)COC(=O)C23CC4CC(CC(O)(C4)C2)C3)c(Cl)c1	-4%	-6%	19	-3%
CSCCC(NC(=O)c1ccccc1Cl)C(=O)NCCc1ccccn1 (centres undefined)	8%	15%	9	0%
CNC(=S)Nc1cccc(S(=O)(=O)NCc2ccco2)c1	-6%	-3%	20	-1%
Cc1noc(C)c1NC(=O)Nc1ccc2c(c1)C(=O)N([C@H](C)CO)C[C@H](C)[C@@H](CN(C)S(C)(=O)=O)O2	5%	3%	?	1%
O=C(COC(=O)[C@@H]1CC(O)CN1S(=O)(=O)c1ccc2c(c1)OCCO2)Nc1cc(F)ccc1F (some centres undefined)	3%	2%	10	3%
NC(=O)c1ccsc1NC(=O)CSc1n[nH]c(N)n1	0%	28%	-7	2%
CN(C(=O)COC(=O)/C=C/c1cccs1)C1CCCCC1	?	?	-22	9%
O=C(Nc1ccc(N2CCOCC2)cc1N1CCOCC1)c1ccc(F)cc1	3%	-2%	-10	-4%
O=C(N[C@H]1C/C=C\C(c2ccc(F)cc2)N(Cc2ccccc2)C(=O)C1)OCC1c2ccccc2-c2ccccc21 (some centres undefined)	-1%	-40%	12	-2%
O=C(C[C@H]1C/C=C\CCCCC(=O)OC[C@H]2CCCN2C1=O)N[C@H](CO)Cc1ccccc1	1%	-5%	4	2%
CCOC(=O)C1=CN(CC)S(=O)(=O)NC1c1ccc(C(F)(F)F)cc1 (centres undefined)	6%	4%	?	0%
CC(C)(C)OC(=O)C[C@@H]1C/C=C\C[C@H](CC(=O)N[C@H](CO)Cc2ccccc2)C(=O)N[C@H](Cc2ccccc2)COC1=O	-1%	0%	18	-2%
CC(NC(=O)COC(=O)c1cc(=O)c2ccccc2o1)c1ccccc1 (centres undefined)	12%	-1%	-2	1%
CCn1c(C)nc2cc(C(=O)NN=C(C)c3ccc(C#N)cc3)ccc21	-9%	9%	13	-2%
O=C(c1cccc(S(=O)(=O)N2CCc3ccccc32)c1)N1CCN(CCO)CC1	-1%	6%	-9	-1%
Cn1nc(C(=O)NNC(=O)c2ccccc2F)c2ccccc2c1=O	-3%	-20%	-9	7%
O=C(Nc1cc(S(=O)(=O)N2CCOCC2)ccc1N1CCOCC1)c1ccccc1Cl	5%	-15%	-15	2%
CCN(C[C@H]1N[C@@](Cc2ccccc2)(C(=O)OC)[C@H]2C(=O)N(C)C(=O)[C@@H]12)C(=O)c1ccccc1	-1%	2%	-5	1%
C[C@H]1COC(=O)[C@@H](CC(=O)OC(C)(C)C)C/C=C\C[C@@H](CC(=O)N[C@H](CO)Cc2ccccc2)C(=O)N1	-2%	1%	-6	1%
CN(CC(=O)Nc1cccc(F)c1)CC(=O)N(C)c1c(N)n(Cc2ccccc2)c(=O)[nH]c1=O	1%	-2%	-24	2%
COc1c2ccc(OCC/C(C)=C/C(=O)C=C(C)C)cc2nc2occc12	2%	-3%	-4	-3%
CC1CCCC(NC(=O)COC(=O)COc2ccc(C#N)cc2)C1C (centres undefined)	4%	-5%	-10	0%
CN(CC(=O)Nc1ccc(OC(F)(F)F)cc1)C(=O)Cc1cccs1	-5%	-17%	-4	1%
COc1ccccc1NC(=O)COC(=O)C1CCCC1	-7%	13%	-24	2%
COc1cc(C(=O)NC2CCN(C)CC2)ccc1Nc1ncc2c(n1)N(C1CCC(O)CC1)CCC(=O)N2C (centres undefined)	-3%	-43%	-8	12%
CC(C)C(=O)N[C@@H]1c2ccccc2CC[C@H]1OCc1ccccc1	8%	18%	-11	1%
O=C(COC(=O)c1ccccc1O)Nc1ccc2ccccc2c1	?	66%	1	7%
O=C(COC(=O)COc1ccc(Br)cc1)NCc1ccc2c(c1)OCO2	0%	-10%	-1	4%
O=C(NCC(c1ccco1)N1CCCCC1)c1ccc([N+](=O)[O-])s1 (centres undefined)	-1%	-96%[inhibitor]	?	-11%
CCN(CC)C(=O)[C@H]1CC(CC(=O)NCCN2CCOCC2)C(=O)N2CCc3c([nH]c4ccccc34)[C@]12C (some centres undefined)	-6%	7%	-6	1%
Cn1ccnc1SCC(=O)Nc1ccc(SC(F)F)cc1	18%	?	-23	?
CCOC(=O)CCCCCC(=O)Nc1ccc2c(c1)CC(=O)N([C@@H](C)CO)C[C@H](C)[C@@H](CN(C)Cc1ccccc1)O2	2%	0%	7	1%
CCN(C[C@H]1N[C@@](Cc2ccccc2)(C(=O)OC)[C@H]2C(=O)N(Cc3ccccc3)C(=O)[C@@H]12)S(=O)(=O)c1ccccc1	-4%	0%	8	-3%
COc1ccc(S(=O)(=O)Nc2ccc3c(c2)C(=O)N([C@@H](C)CO)C[C@H](C)[C@H](CN(C)S(=O)(=O)c2ccc(F)cc2)O3)cc1	5%	-34%	-12	-1%
CC1=CN(S(=O)(=O)c2ccc(C)cc2)C[C@@H]2[C@H]3CC[C@H](C3)[C@H]12	5%	4%	34[activator]	-2%
Cc1cccc(NC(=O)CN(CC2CCCO2)C(=O)c2cc(S(=O)(=O)N(C)C)ccc2F)c1C (centres undefined)	1%	0%	0	-2%
CCc1ccccc1C1=CC(=O)C[C@H](c2ccc(OC)cc2)C1	-5%	-13%	-12	2%
O=C(C[C@H]1C/C=C\C[C@H](NC(=O)OCC2c3ccccc3-c3ccccc32)C(=O)OC[C@H](Cc2ccccc2)NC1=O)N[C@H](CO)Cc1ccccc1	7%	-26%	-5	13%
Cc1ccc(NC(=O)CSc2nc(N)cc(=O)[nH]2)cc1S(=O)(=O)N1CCCCC1	8%	20%	16	-2%
CC1O[C@H](OC2C(COC3OC(CO)C(O)[C@H](O)C3O)OC(OC3CC[C@]4(C)C(CC[C@@]5(C)[C@@H]4C=C[C@]46OC[C@@]7(CCC(C)(C)C[C@H]74)C(O)C[C@@]56C)C3(C)C)C(O)C2O)C(O)C(O)C1O (some centres undefined)	0%	4%	-1	2%
Cc1cccc(C)c1NC(=O)CSc1n[nH]c(=O)n1C1CC1	-1%	1%	29	-2%
CC(=O)NS(=O)(=O)c1ccc(NC(=O)c2ccc3c(c2)NC(=O)CS3)cc1	-3%	-15%	10	3%
O=C(OCc1cc(=O)n2ccsc2n1)c1ccccc1O	28%	29%	-25	11%
O=C(COC(=O)/C=C/c1ccc(F)cc1)Nc1ccc(S(=O)(=O)N2CCOCC2)cc1	-1%	-18%	12	3%
Cc1c(C(=O)OCc2nnc(-c3ccccc3)o2)oc2ccccc12	2%	-8%	-15	0%
O=C(Nc1ccc(Br)cn1)c1cccc(S(=O)(=O)N2CCCC2)c1	16%	-3%	-4	-3%
O=C(Cn1nnc(-c2ccccc2Cl)n1)Nc1cccc(S(=O)(=O)N2CCCC2)c1	0%	-49%	7	-3%
C[C@H](CO)N1C[C@H](C)[C@@H](CN(C)CC2CCCCC2)Oc2c(NS(=O)(=O)c3ccccc3)cccc2C1=O	1%	-10%	24	1%
O=C(COC(=O)c1cccnc1Cl)NC1CCCCC1	5%	7%	8	1%
Cc1ccc(Br)c(NS(=O)(=O)c2cccc(C(=O)N3CCNC(=O)C3)c2)c1	-2%	-17%	12	4%
Cc1cc2c(c(CO)c1CCO)C(=O)[C@@H](C)[C@@H]2O	3%	-5%	-3	-2%
CC[C@]12c3[nH]c4ccc(Cl)cc4c3CCN1C(=O)[C@@H](CC(=O)NCc1ccc(OC)c(OC)c1)C[C@@H]2C(=O)N1CCN(C(=O)C2CC2)CC1	-8%	2%	-17	-5%
CN(C(=O)COC(=O)c1cc(=O)[nH]c2ccccc12)c1ccccc1	8%	-5%	22	-2%
C#CCOCCOCCOCCNc1nc(N2CCN(C(=O)[C@H](CCC(=O)O)n3cc(CN)nn3)CC2)nc(N2CCN(C(=O)[C@H](CCC(=O)O)n3cc([C@@H](N)[C@H](C)CC)nn3)CC2)n1	1%	1%	-1	1%
C[C@H](CO)N1C[C@H](C)[C@@H](CN(C)Cc2ccc(Cl)c(Cl)c2)Oc2c(NS(=O)(=O)c3cccs3)cccc2C1=O	-1%	-32%	-21	-4%
CCN(C[C@H]1N[C@@](C)(C(=O)OC)[C@H]2C(=O)N(C)C(=O)[C@@H]12)C(=O)c1ccc(F)cc1	3%	7%	-12	1%
O=c1c2ccccc2oc2c1ccc1ccccc12	?	-25%	-10	?
C=CC(=O)N1CCCC(Nc2nc(Nc3ccc(N(C)C(=O)CC)cc3C)nc3nc[nH]c23)C1 (centres undefined)	-4%	-5%	-3	6%
CCOC(=O)C1=CN(CC)S(=O)(=O)NC1c1ccc(F)c(Cl)c1 (centres undefined)	-9%	7%	4	1%
Next part.
SMILES	p53 reactivation	BRCA1 expr act	Giardia kill	ELG1 genotox
C[C@H](CO)N1C[C@H](C)[C@@H](CN(C)C(=O)NC2CCCCC2)Oc2c(NC(=O)CCC(F)(F)F)cccc2C1=O	-2%	-22%	-17	-1%
O=C(C[C@H]1C[C@H](C(=O)N2CCOCC2)[C@@]2(CCC3CCCC3)c3[nH]c4cc(-c5ccco5)ccc4c3CCN2C1=O)NCCCn1ccnc1	-2%	-47%	17	-5%
CC(C)[C@H](NS(=O)(=O)c1ccccc1)C(=O)OCC(=O)NC1CCCCC1	0%	5%	1	0%
C=CCn1c(SCC(=O)NC2(C)CCS(=O)(=O)C2)nc2ccccc21 (centres undefined)	-6%	-21%	1	2%
CC1(c2ccccc2Cl)NC(=O)N(CC(=O)N2CCc3ccccc32)C1=O (centres undefined)	-3%	-4%	-3	2%
O=c1cc(-c2ccc(OCc3ccccc3)cc2)oc2cc(OCc3ccccc3)cc(OCc3ccccc3)c12	5%	11%	23	7%
O=C(C[C@@H]1C/C=C\C[C@H](NC(=O)OCC2c3ccccc3-c3ccccc32)C(=O)O[C@H](c2ccccc2)CNC1=O)NCCO	-3%	-5%	16	-4%
Cc1noc(C)c1S(=O)(=O)Nc1ccc2c(c1)CC(=O)N([C@H](C)CO)C[C@H](C)[C@@H](CN(C)CC1CC1)O2	-5%	0%	-4	4%
CCN(CC(=O)NCc1ccc(Cl)cc1)C(=O)c1sccc1C	1%	-3%	-3	-3%

Two records drawn at random from the list so far, as already listed:
SMILES	p53 reactivation	BRCA1 expr act	Giardia kill	ELG1 genotox
O=C(Nc1ccc(Br)cn1)c1cccc(S(=O)(=O)N2CCCC2)c1	16%	-3%	-4	-3%
C[C@H](CO)N1C[C@H](C)[C@@H](CN(C)C(=O)NC2CCCCC2)Oc2c(NC(=O)CCC(F)(F)F)cccc2C1=O	-2%	-22%	-17	-1%

Molecules listed so far with a Cl atom, in the order listed:
SMILES	p53 reactivation	BRCA1 expr act	Giardia kill	ELG1 genotox
Cc1cc(C)c(NC(=O)COC(=O)C23CC4CC(CC(O)(C4)C2)C3)c(Cl)c1	-4%	-6%	19	-3%
CSCCC(NC(=O)c1ccccc1Cl)C(=O)NCCc1ccccn1 (centres undefined)	8%	15%	9	0%
O=C(Nc1cc(S(=O)(=O)N2CCOCC2)ccc1N1CCOCC1)c1ccccc1Cl	5%	-15%	-15	2%
O=C(Cn1nnc(-c2ccccc2Cl)n1)Nc1cccc(S(=O)(=O)N2CCCC2)c1	0%	-49%	7	-3%
O=C(COC(=O)c1cccnc1Cl)NC1CCCCC1	5%	7%	8	1%
CC[C@]12c3[nH]c4ccc(Cl)cc4c3CCN1C(=O)[C@@H](CC(=O)NCc1ccc(OC)c(OC)c1)C[C@@H]2C(=O)N1CCN(C(=O)C2CC2)CC1	-8%	2%	-17	-5%
C[C@H](CO)N1C[C@H](C)[C@@H](CN(C)Cc2ccc(Cl)c(Cl)c2)Oc2c(NS(=O)(=O)c3cccs3)cccc2C1=O	-1%	-32%	-21	-4%
CCOC(=O)C1=CN(CC)S(=O)(=O)NC1c1ccc(F)c(Cl)c1 (centres undefined)	-9%	7%	4	1%
CC1(c2ccccc2Cl)NC(=O)N(CC(=O)N2CCc3ccccc32)C1=O (centres undefined)	-3%	-4%	-3	2%
CCN(CC(=O)NCc1ccc(Cl)cc1)C(=O)c1sccc1C	1%	-3%	-3	-3%
